Compound activity: PubChem, National Center for Advancing Translational Sciences (NCATS)
N370S GC = qHTS Assay for Inhibitors and Activators of N370S glucocerebrosidase as a Potential Chaperone Treatment of Gaucher Disease. Lysosomal acid glucosylceramidase (Homo sapiens), P04062. N370S GC spleen homogenate, 4MU-glucoside fluorescence. Potency, µM (titrated, usually from 59.4 µM), inactives show at the top dose activity change, negative = inhibition, most hits filed as inhibitors. 330,000 tested, 0.092% active. AID 2101, 2009;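 note: 0% = full enzyme activity and -100% = no enzyme basal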
GCN5L2 inh = qHTS Assay for Inhibitors of GCN5L2; Histone acetyltransferase KAT2A (Homo sapiens), Q92830; GCN5L2 HAT assay, ThioGlo1 CoA-SH fluorescence; Potency, µM (highest dose often 58.9 µM), for the others: top-dose activity change, negative = inhibition, most hits filed as inhibitors; 390,000 tested, 0.21% active; AID 504327, 2011
Target sequence (Q92830 whole entry, looked up): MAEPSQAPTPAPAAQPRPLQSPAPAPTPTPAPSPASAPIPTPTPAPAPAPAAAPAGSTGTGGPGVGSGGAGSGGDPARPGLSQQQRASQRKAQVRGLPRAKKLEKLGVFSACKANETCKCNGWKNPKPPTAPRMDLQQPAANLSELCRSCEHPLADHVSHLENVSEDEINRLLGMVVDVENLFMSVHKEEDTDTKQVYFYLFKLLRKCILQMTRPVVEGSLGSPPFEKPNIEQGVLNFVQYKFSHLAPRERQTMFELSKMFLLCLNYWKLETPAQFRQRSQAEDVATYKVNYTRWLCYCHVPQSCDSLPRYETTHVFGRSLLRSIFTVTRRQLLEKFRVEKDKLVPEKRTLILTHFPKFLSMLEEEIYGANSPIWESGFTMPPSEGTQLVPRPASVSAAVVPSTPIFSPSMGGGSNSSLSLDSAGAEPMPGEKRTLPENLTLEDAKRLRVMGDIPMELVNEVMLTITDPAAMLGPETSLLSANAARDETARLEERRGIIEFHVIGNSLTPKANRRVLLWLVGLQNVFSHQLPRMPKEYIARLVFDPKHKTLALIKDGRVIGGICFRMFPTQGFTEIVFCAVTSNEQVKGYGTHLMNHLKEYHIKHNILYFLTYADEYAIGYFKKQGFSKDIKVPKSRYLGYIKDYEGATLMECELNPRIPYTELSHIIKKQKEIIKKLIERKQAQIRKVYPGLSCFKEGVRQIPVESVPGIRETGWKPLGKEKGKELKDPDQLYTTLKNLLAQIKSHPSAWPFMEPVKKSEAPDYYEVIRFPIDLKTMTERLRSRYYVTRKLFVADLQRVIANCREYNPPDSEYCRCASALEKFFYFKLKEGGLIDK
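Compounds, pin-transferred from DMSO stocks, meet 20nM GCN5L2 for 15 min before the reaction begins with H3(1-25) peptide (75uM) and acetyl-CoA (70uM). Thiol-reactive ThioGlo1 reports CoA release over 20 min at room temperature.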
FEN1 inhibitor = qHTS Assay for the Inhibitors of Human Flap endonuclease 1 (FEN1) | Recombinant FEN1 flap cleavage, fluorescence, 15 min | 390,000 tested, 0.35% active | P39748 | Potency, µM (top dose mostly 114 µM), for inactives: at the highest dose activity change, negative = inhibition, most hits filed as inhibitors | AID 588795, 2011; note: nearly all actives have a fitted effect of over 65% in size
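Enzyme 10 nM, 15 min RT preincubation with compound; start with substrate 50 nM final; reads at 0 and 15 min; qHTS titration, four-parameter Hill fit.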
Numbers without * were called inactive; ? = inconclusive; . = no result given; [ ] = remark or other dose. Calls come from the whole dose curve; as a rule, active = well fitted curve in the direction sought with a large enough effect; inconclusive = small, poorly fitted or top-dose-only effect, or another doubt; inactive = no such curve, though single readings can be large; an effect the other way counts as inactive or inconclusive. Unless noted, % is set by controls: 0 for no effect and ±100 for the full control effect; potency is the fitted concentration of half-maximal effect.

Sample of the layout:
SMILES	N370S GC	GCN5L2 inh	FEN1 inhibitor
COc1ccccc1N1CCN(Cc2nc3ccccc3c(=O)n2CC(C)=O)CC1	3.7%	-2.8%	-1.6%
COc1nc(Cl)cn(-c2ccc(Cl)cc2)c1=O	6.8%	-3.1%	-12.7%
NC(=O)c1oc2ccc(Cl)cc2c1N	-5.5%	-7.3%	4.0%
CCc1nnc(NC(=O)C2Cc3ccccc3CN2S(=O)(=O)c2cccs2)s1 (stereo not drawn)	4.9%	-16.9%	6.3%
Cc1ccc(N2C(=O)NC3(CCCCC3)C2=O)cc1	-0.4%	-7.8%	2.7%
COc1cc(/C=C/C(=O)Nc2cc(C(F)(F)F)ccc2Cl)cc(OC)c1OC	-5.0%	-15.1%	1.8%

The whole of this part, repeating the preview:
SMILES	N370S GC	GCN5L2 inh	FEN1 inhibitor
COc1ccccc1N1CCN(Cc2nc3ccccc3c(=O)n2CC(C)=O)CC1	3.7%	-2.8%	-1.6%
COc1nc(Cl)cn(-c2ccc(Cl)cc2)c1=O	6.8%	-3.1%	-12.7%
NC(=O)c1oc2ccc(Cl)cc2c1N	-5.5%	-7.3%	4.0%
CCc1nnc(NC(=O)C2Cc3ccccc3CN2S(=O)(=O)c2cccs2)s1 (stereo not drawn)	4.9%	-16.9%	6.3%
Cc1ccc(N2C(=O)NC3(CCCCC3)C2=O)cc1	-0.4%	-7.8%	2.7%
COc1cc(/C=C/C(=O)Nc2cc(C(F)(F)F)ccc2Cl)cc(OC)c1OC	-5.0%	-15.1%	1.8%
O=C(Nc1ccc(C(=O)N2CCCc3ccccc32)cc1)c1cccs1	-5.1%	-6.0%	-12.1%
O=C(Cn1nnc2ccccc2c1=O)N1CCCc2ccccc21	20.0%	-0.6%	3.7%
COCC(C)n1c(C)cc(C(=O)COC(=O)c2nc3nc(C)cc(C)n3n2)c1C (stereo not drawn)	9.2%	-7.9%	2.6%
CC(C)(C)C1CCC(C(=O)OCC(=O)N2CCN(C(=O)c3ccco3)CC2)CC1 (stereo not drawn)	0.0%	-2.6%	0.6%
CC1CCN(Cc2ccc(-c3nnn(CC(=O)Nc4ccccc4Cl)n3)cc2)CC1	3.6%	-5.4%	-1.7%
CCCN1Cc2cccc(C(=O)N3CCN(c4ccc(F)cc4)CC3)c2C1=O	4.1%	-0.8%	1.9%
CSCCC(NS(=O)(=O)c1ccc2ccccc2c1)C(=O)OCC(=O)c1ccc(C(C)C)cc1 (stereo not drawn)	8.6%	-11.6%	-11.7%
O=C(C1=C(O)C(=O)N(c2ccccc2)C1c1ccc([N+](=O)[O-])cc1)c1cccs1 (stereo not drawn)	-4.2%	-15.7%	-5.4%
N#Cc1c(-c2ccc3c(c2)OCO3)cc[nH]c1=O	2.9%	0.1%	7.3%
Cc1ccc2nc(NC(=O)C3CCCN(S(=O)(=O)c4cccc5nonc45)C3)sc2c1 (stereo not drawn)	5.0%	-6.6%	.
Cc1ccc(C)c(CN2C(=O)C3(c4ccccc42)N(c2cccc(C(F)(F)F)c2)C(=O)CS3(=O)=O)c1 (stereo not drawn)	.	-7.5%	1.2%
COC(=O)[C@]1(C)N[C@H](CN(C)C(=O)Nc2ccccc2)[C@@H]2C(=O)N(Cc3ccccc3)C(=O)[C@@H]21	.	1.7%	2.9%
Cc1ccccc1C1c2[nH]c3ccccc3c2C[C@H]2C(=O)N(C3CCN(Cc4ccccc4)CC3)CC(=O)N12 (stereo partly drawn)	-21.8%	-10.8%	.
O=c1[nH]c(C2CCN(S(=O)(=O)c3ccc(F)cc3)CC2)nc2c1nnn2Cc1ccc2c(c1)OCCO2	-25.1%	1.5%	-3.3%

Structural class, the compounds so far with an aryl methoxy group (3)
SMILES	N370S GC	GCN5L2 inh	FEN1 inhibitor
COc1ccccc1N1CCN(Cc2nc3ccccc3c(=O)n2CC(C)=O)CC1	3.7%	-2.8%	-1.6%
COc1nc(Cl)cn(-c2ccc(Cl)cc2)c1=O	6.8%	-3.1%	-12.7%
COc1cc(/C=C/C(=O)Nc2cc(C(F)(F)F)ccc2Cl)cc(OC)c1OC	-5.0%	-15.1%	1.8%

Other records follow.
SMILES	N370S GC	GCN5L2 inh	FEN1 inhibitor
CCOc1ccc(NC(=O)Cn2cnc3c(oc4ccccc43)c2=O)cc1	.	-11.0%	-17.1%
Cc1nn(CCC#N)c(NC(=O)c2ccc(Cl)cc2Cl)c1P(=O)(Nc1ccc([N+](=O)[O-])cc1)N1CCOCC1 (stereo not drawn)	-8.2%	-1.9%	-11.9%
CCCN(CCC)c1nc(NC2CCN(C(=O)OCC)CC2)nc(OC)n1	1.9%	-6.4%	-14.2%
CC(C)c1cc(CNC(=O)CCc2nnc(CCCCc3ccccc3)o2)on1	-1.6%	0.6%	6.2%
O=C1C=C(c2ccccc2)OC2(CCCC2)O1	6.5%	-7.6%	-0.4%
O=C(N/N=C/c1ccc2c(c1)OCO2)C1COc2ccccc2O1 (stereo not drawn)	9.9%	0.9%	-19.8%
COc1ccccc1C1C(C(=O)c2sc(C)nc2C)=C(O)C(=O)N1CCN1CCOCC1 (stereo not drawn)	-5.9%	-9.0%	6.7%
Cc1ccc(S(=O)(=O)Nc2cccc(C(=O)NCCN3CCOCC3)c2)cc1F	.	-5.0%	18.2%
COc1ccc(CNC(=O)C2=C(C)C(=O)OC23CCN(C(C)=O)CC3)cc1	.	-4.8%	-1.5%
COc1ccc(C(=O)NCC(=O)OCC(=O)c2cc(OC)c(OC)c(OC)c2)cc1OC	-3.6%	-8.6%	-0.5%
CC(OC(=O)c1ccc2ncsc2c1)C(=O)N(C)C1CCCCC1 (stereo not drawn)	.	0.6%	-5.6%
COc1ccc(Oc2nc(-c3ccccn3)nc3ccccc23)cc1	-7.0%	?	-6.6%
COc1ccc([C@@H]2CC=C(C(=O)O)[C@H](c3cccc(Cl)c3)N2S(=O)(=O)c2ccc(C)cc2)cc1OC	-0.1%	-0.5%	-4.4%
Cc1ccc(C)c(CSC2=NC(C)(C)Nc3ccccc32)c1	.	?	-23.6%
c1coc(Cn2c(SCc3nc4ccccc4[nH]3)nnc2-c2cccs2)c1	15.4%	-3.7%	2.6%
CN(C(=O)COC(=O)c1ccccc1NC(=O)c1ccco1)C1CCS(=O)(=O)C1 (stereo not drawn)	1.8%	-8.4%	1.3%
Cc1ccc(OCc2cc(C(=O)NCC3COCCO3)no2)cc1C (stereo not drawn)	2.4%	-8.1%	3.3%
O=C(COc1ccccc1)NCC(=O)Nc1ccncc1	5.5%	-6.6%	-2.2%
CC(C)c1ccc(NC(=O)Cn2c(=O)oc3ccccc32)cc1	-3.2%	-2.3%	15.7%
O=[N+]([O-])c1ccc(Oc2ccc(-c3cnc4ccccc4n3)cc2[N+](=O)[O-])cc1	2.1%	-4.6%	3.8%

3 neighbouring records already listed:
SMILES	N370S GC	GCN5L2 inh	FEN1 inhibitor
COc1ccc(Oc2nc(-c3ccccn3)nc3ccccc23)cc1	-7.0%	?	-6.6%
COc1ccc([C@@H]2CC=C(C(=O)O)[C@H](c3cccc(Cl)c3)N2S(=O)(=O)c2ccc(C)cc2)cc1OC	-0.1%	-0.5%	-4.4%
Cc1ccc(C)c(CSC2=NC(C)(C)Nc3ccccc32)c1	.	?	-23.6%

The listing continues.
SMILES	N370S GC	GCN5L2 inh	FEN1 inhibitor
Cc1cccc(OCc2nc(CC(=O)Nc3ccc(C)cc3C)cs2)c1	.	-3.0%	-1.7%
O=S1(=O)CCN2C(c3cccc4ccccc34)=CSC2=N1	-9.5%	-1.5%	-14.2%
CCC(Oc1ccccc1)C(=O)N(CC)CC(=O)NCc1ccc(F)cc1 (stereo not drawn)	1.1%	-10.0%	30.8%
CCn1nc(C)c(CCN(C)C(=O)Nc2cc(Cl)c(OC)cc2OC)c1C	.	4.2%	0.0%
O=C(COc1ccc(F)cc1)Nc1ccc(OCc2cc(=O)n3ccsc3n2)cc1	.	-1.3%	5.3%
Cc1ccc(CCNC(=O)CCS(=O)(=O)c2ccc(Br)cc2)cc1	1.8%	-12.0%	18.8%
O=C(CCNS(=O)(=O)c1ccccc1)OCc1nc2ccsc2c(=O)[nH]1	-3.1%	-9.9%	-3.3%
O=C(Cn1c2ccccc2c2nc3n(c(=O)c21)CCS3)Nc1ccccc1	-9.2%	-9.1%	1.5%
Cc1cccc(C(=O)Nc2nnc(-c3cccnc3)o2)c1	7.8%	-3.9%	-0.5%
C=CC[C@@H](Cc1ccc(F)cc1)C(=O)OC[C@H]1CCCN1C(=O)[C@@H](CC=C)CC(=O)N[C@@H](CO)Cc1ccccc1	.	-7.6%	5.1%
CCOC(=O)N/N=C/c1cccnc1	16.2%	2.1%	-3.1%
COCCCNCC#CCOc1ccc(OC)cc1	5.3%	-1.7%	-0.5%
CC(=O)c1ccc(OC(C)C(=O)OCC(=O)NCCc2ccccc2)cc1 (stereo not drawn)	.	2.6%	-1.8%
CN(C)C(CNC(=O)CCS(=O)(=O)c1ccccc1)c1ccccc1 (stereo not drawn)	-4.3%	3.3%	1.0%
CC(C)C(=O)Nc1ccc(C(=O)NNC(=O)c2cccs2)cc1	7.0%	-5.4%	-0.6%
C=CCNC(=S)N/N=C(\C)c1cc(OC)c(OC)c(OC)c1	1.5%	29.8%	1.9%
CC1(C)CC(=O)C=C(NCCN2CCN(C(=O)Nc3ccc(Cl)cc3)CC2)C1	-1.5%	-2.9%	-2.5%
O=C(N/N=C/c1c(Nc2cccc(C(F)(F)F)c2)nc2ccccn2c1=O)c1ccccc1	-16.7%	-2.1%	.
Cc1ccc(-n2nnnc2SCC(=O)NC2CCCc3ccccc32)c(C)c1 (stereo not drawn)	0.8%	-9.4%	-10.0%
O=CN1N=C(c2ccccc2)CC1c1ccccc1[N+](=O)[O-] (stereo not drawn)	0.6%	-7.4%	0.3%
Cc1ccc2nc(NC(=O)COc3ccc(F)cc3)sc2c1	.	1.0%	-3.0%
Cc1ccc(S(=O)(=O)C2(C(=O)Nc3nccs3)CC2)cc1	6.6%	-3.0%	-2.6%
Cc1nc(N)nc(N/N=C/c2ccccc2)n1	4.8%	-3.4%	5.4%
O=C(Nc1ccc2oc(-c3ccccc3)nc2c1)c1ccccc1F	1.0%	-5.9%	6.3%
O=C(CSc1ccccc1C(=O)NCc1ccccc1)NC1CCCCCCC1	13.9%	2.6%	1.1%
COc1ccc(NC2CC(=O)NC2=O)cc1 (stereo not drawn)	7.6%	-13.0%	-4.7%
Cc1nnc(SCC(=O)N/N=C/c2cc(Cl)c(O)c(Cl)c2)s1	9.2%	-8.2%	-12.0%
CCCCCN1C(C(=O)c2ccccc2)=C(NC(=O)c2ccc(OC)cc2)c2ccccc2S1(=O)=O	.	-3.4%	-11.1%
COCCn1c(SCC(=O)c2cc(C)ccc2C)nc2cc(C(=O)NC3CCCC3)ccc2c1=O	.	18.1%	19.6%
CCCc1c(C(=O)Nc2ccc(OC)cc2)cnn1-c1ccccc1	4.6%	-1.4%	1.4%
CCOC(=O)C1CCCN(C(=O)c2cc3ncc(Br)cn3n2)C1 (stereo not drawn)	?	-7.8%	-0.8%
O=C(CN1N=C(c2ccccc2)CCC1=O)NCCCN1CCc2ccccc2C1	-0.5%	-9.1%	-3.7%
CCN1C(=O)c2ccccc2Sc2ccc(NC(C)=O)cc21	.	0.5%	-7.0%
COc1ccc(-n2ncc3c(NCCCN4CCOCC4)ncnc32)cc1	-5.8%	3.8%	-3.6%
O=[N+]([O-])c1[nH]cnc1/C=C/c1ccccc1	-0.6%	-1.3%	1.4%
CCOc1cccc(=O)c2c(C)n(Cc3ccco3)c(C)c12	-12.1%[2.35 µM]	-21.1%	-1.7%
CC(=O)NCCc1nc2ccccc2n1CCc1ccccc1	4.4%	-3.7%	6.3%

Rows were taken by chance; 0.54% or so of the library scored in one or more.
